Gli-Sufu block = Gli-Sufu pathway antagonism; Sufu-KO-LIGHT fibroblasts, Gli luciferase reporter luminescence; inhibition, % at 5 µM; 340,000 tested, 0.74% active; AID 588413;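 active = inhibition above about 55%, limit read from the data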;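 also: 0% = DMSO-treated cells and 100% = wells with medium but no cells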
EBI2 antag = antagonists of human EBI2 receptor. P32249. EBI2 beta-arrestin recruitment, luminescence, 7a,25-OHC stimulated. inhibition, % at 5 µM. 360,000 tested, 0.81% active; in the data active = inhibition above about 38%;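 also: enzyme fragment complementation signal reports receptor beta-arrestin coupling in cells; 0% = agonist plus DMSO wells and 100% = wells without agonist; some results beyond the cut were filed as inactive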
Target sequence (P32249 whole entry, looked up, the tested form may be a part): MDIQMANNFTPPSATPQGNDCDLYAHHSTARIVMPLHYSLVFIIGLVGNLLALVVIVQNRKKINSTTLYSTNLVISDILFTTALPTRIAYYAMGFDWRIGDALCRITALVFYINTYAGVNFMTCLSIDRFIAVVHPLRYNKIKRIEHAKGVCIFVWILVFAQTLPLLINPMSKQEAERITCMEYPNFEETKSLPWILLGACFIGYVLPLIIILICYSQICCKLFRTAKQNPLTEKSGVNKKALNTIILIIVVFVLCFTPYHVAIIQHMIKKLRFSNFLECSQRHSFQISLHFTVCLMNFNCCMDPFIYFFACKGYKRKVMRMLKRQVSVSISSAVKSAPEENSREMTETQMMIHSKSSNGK
CCR6 antagonist = CCR6 (human) receptor antagonism | 340,000 tested, 0.49% active | AID 493098 | inhibition, % at 20 µM | CHO-K1 CCR6 PathHunter beta-arrestin, luminescence, CCL20-stimulated;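 active = compounds whose inhibition of the agonist-driven luminescence signal at 20 µM reaches about 50%, limit read from the data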;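 also: cells stimulated with CCL20 at 14 nM final; plate controls were DMSO with CCL20 for no effect and DMSO without agonist for full effect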
Target sequence (P51684 whole entry, looked up): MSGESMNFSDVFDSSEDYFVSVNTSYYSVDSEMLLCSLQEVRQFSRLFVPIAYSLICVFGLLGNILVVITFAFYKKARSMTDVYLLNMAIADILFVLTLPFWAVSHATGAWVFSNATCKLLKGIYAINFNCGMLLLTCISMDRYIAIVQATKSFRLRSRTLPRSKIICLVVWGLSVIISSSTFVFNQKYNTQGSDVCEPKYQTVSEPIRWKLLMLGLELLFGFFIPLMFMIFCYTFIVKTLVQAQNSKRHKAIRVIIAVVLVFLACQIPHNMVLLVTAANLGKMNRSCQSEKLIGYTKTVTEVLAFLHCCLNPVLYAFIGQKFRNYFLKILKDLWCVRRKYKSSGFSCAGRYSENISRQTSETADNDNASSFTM
Apaf1 inhib = human Apaf-1 inhibition. O14727. reconstituted apoptosome caspase-3 activity, DEVD-Rh110 fluorescence. inhibition, % at 20 µM. 330,000 tested, 0.71% active. AID 489030; active = inhibition of at least 40% at 20 µM;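 also: plate controls were DMSO wells for no effect and DEVD-CHO caspase inhibitor wells for full effect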
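System: reconstituted apoptosome with Apaf-1, cytochrome c, caspase-9, procaspase-3, dATP; Signal: Rh110 fluorescence intensity; Schedule: 30 min compound preincubation, 50 min activation, room temperature; Reagent: cytochrome c trigger plus (Z-DEVD)2-Rh110 caspase-3 substrate.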
697 NFkB inh = inhibitors of the PMA/ionomycin-induced NF-kB reporter in 697 B cells; 697 B-cell NF-kB luciferase reporter, 16 h; inhibition, % at 4 µM; 330,000 tested, 0.33% active; AID 435022; in the data active = inhibition above about 35%
Starred values were filed as active, the others as inactive; / = no result given. Some of the compounds tested, so the mix of outcomes need not match the whole.

Sequence of screens – Gli-Sufu block | EBI2 antag | CCR6 antagonist | Apaf1 inhib | 697 NFkB inh
> CC(=O)Nc1ccc(-c2ccnc3c2CC(C)(C(=O)NCc2cccc(Cl)c2)O3)cc1 (stereo unspecified)
 : / | 0.9 | / | / | /
> CN(C)c1ccc(CNC(=O)CC[C@H]2O[C@@H](n3cnc4c(NC(=O)c5ccccc5)ncnc43)[C@H](O)[C@@H]2O)cc1
 : / | -7.8 | / | / | /
> CC1(C)COC(Cc2ccccc2)=N1
 : / | -3.5 | / | / | /
> CC1ON=C(c2ccccn2)N(Cc2ccc(S(C)(=O)=O)cc2)C1=O (stereo unspecified)
 : / | 1.5 | / | / | /
> CCc1nc2ccc(C(=O)NCc3ccc4c(c3)OCO4)cn2c1N(CCC(C)C)CCN(C)C
 : / | -5.2 | / | / | /
> COc1ccc(Cn2cc(CN3CC(N4CCN(Cc5ccccc5F)CC4)CS3(=O)=O)nn2)cc1 (stereo unspecified)
 : / | 0.0 | / | / | /
> COc1ccc(-n2nnnc2C(c2cc3ccccc3o2)N2CCN(C/C=C/c3ccccc3)CC2)cc1 (stereo unspecified)
 : / | 39.4 | / | / | /
> CC(C)C[C@H]1CN(CCCC[C@@H]2CNC(=O)C(=O)N2Cc2ccccc2)C(=O)C(=O)N1CCc1ccc(O)cc1
 : / | -8.8 | / | / | /
> Cc1cc(Cl)ccc1C(O)c1ncc(-c2cccc(F)c2)[nH]1 (stereo unspecified)
 : / | -1.0 | / | / | /
> COc1ccccc1Cc1c(-c2ccccc2)nc2ccc(Cl)cn12
 : / | -14.2 | / | / | /
> CCOc1ccc(S(=O)(=O)c2ccc(C)cc2)c2c1no[n+]2[O-]
 : / | -6.2 | / | / | /
> O=S1(=O)CC(N2CCCC2)CN1Cc1ccccc1 (stereo unspecified)
 : / | -0.5 | / | / | /
> Cn1nc(C(C)(C)C)cc1C(=O)N1CCCCC1c1cc(C(=O)Nc2cccc(C#N)c2)no1 (stereo unspecified)
 : / | -2.9 | / | / | /
> Cn1c(=O)c2cc(NC(=O)Cc3ccccc3F)ccc2n1C/C=C/c1ccccc1
 : / | -3.6 | / | / | /
> O=C(/C=C/[C@H]1O[C@@H](n2ccc(=O)[nH]c2=O)[C@H](O)[C@@H]1O)N1CCN(Cc2ccc(F)cc2)CC1
 : / | -4.3 | / | / | /
> CC1(C(=O)NS(=O)(=O)C2CC2)CCCN(C(=O)c2ccccc2)C1 (stereo unspecified)
 : / | -21.2 | / | / | /
> Cc1ccc(NC(=O)c2sc3nc(N4CCOCC4)c4c(c3c2N)CCCC4)cc1
 : / | 9.0 | / | / | /
> CN(C(=O)c1cc(-c2cccs2)nn1-c1ccccc1)C1CCS(=O)(=O)C1 (stereo unspecified)
 : / | -6.2 | / | / | /
> CCCC[C@@H]1Cc2[nH][nH]c(=O)c2[C@H](c2ccc3ccccc3c2)O1
 : / | 1.9 | / | / | /
> C#CCN(C[C@@H]1[C@@H](OC(=O)NC2CC2)[C@@H](OC(=O)NC2CC2)Cn2c(=O)ccc(=O)n21)S(=O)(=O)c1ccc(C)cc1
 : / | -8.6 | / | / | /
> Cc1cccc(C(=O)OCC(=O)NC(=O)NC2CCCCC2)c1
 : / | -2.2 | / | / | /
> COC(=O)[C@]12CCCCC=C1N(Cc1ccccc1)C(=O)[C@H](CC(=O)NCc1ccc(OC)c(OC)c1)C2
 : / | 4.1 | / | / | /
> CN(N=Cc1ccccc1O)c1ccc2ccccc2n1
 : / | 28.4 | / | / | /
> CC1CCN(C(=O)c2[nH]cnc2C(=O)Nc2ccccc2F)CC1
 : / | 1.8 | / | / | /
> O=C1/C(=C/c2cccnc2)CCC/C1=C\c1cccnc1
 : 3.2 | / | 6.4 | / | /
> N#CC(C#N)=C1C=C2C=C(N3CCCCC3)CCC2CC1 (stereo unspecified)
 : 1.7 | / | -33.4 | / | /
> Nc1c(Cl)ncnc1N/N=C/c1ccccn1
 : 77.0* | / | 50.1* | / | /
> O=c1[nH]c(=O)c2ccccc2o1
 : 15.9 | / | 4.9 | / | /
> CC(=O)/C=C/n1c(=S)oc2ccccc21
 : 45.0 | / | 39.7 | / | /
> O=C(O)c1cc(C(=O)O)cc(-c2ccc(/C=c3/sc4nc5ccccc5n4c3=O)o2)c1
 : -3.3 | / | 24.9 | / | /

5 entries from above, sorted by their value in EBI2 antag, ascending.
mol | EBI2 antag | CCR6 antagonist | 697 NFkB inh
CC(C)C[C@H]1CN(CCCC[C@@H]2CNC(=O)C(=O)N2Cc2ccccc2)C(=O)C(=O)N1CCc1ccc(O)cc1 | -8.8 | / | /
Cn1c(=O)c2cc(NC(=O)Cc3ccccc3F)ccc2n1C/C=C/c1ccccc1 | -3.6 | / | /
CCCC[C@@H]1Cc2[nH][nH]c(=O)c2[C@H](c2ccc3ccccc3c2)O1 | 1.9 | / | /
CN(N=Cc1ccccc1O)c1ccc2ccccc2n1 | 28.4 | / | /
COc1ccc(-n2nnnc2C(c2cc3ccccc3o2)N2CCN(C/C=C/c3ccccc3)CC2)cc1 (stereo unspecified) | 39.4 | / | /

(continued)
Sequence of screens – Gli-Sufu block | EBI2 antag | CCR6 antagonist | Apaf1 inhib | 697 NFkB inh
> COc1ccc(Cl)cc1NC(=O)c1cccc(S(=O)(=O)Nc2c(C)n(C)n(-c3ccccc3)c2=O)c1
 : -0.2 | / | 7.7 | / | /
> O=[N+]([O-])c1cc(/C=N/Nc2nc3ccccc3[nH]2)c(O)cc1O
 : 2.4 | / | 37.7 | / | /
> Cc1nc(N/N=C/c2ccccn2)sc1C
 : 58.5* | / | 46.0 | / | /
> CN1/C(=C\C=C2/C(=O)Oc3ccccc3C2=O)C(C)(C)c2ccccc21
 : -31.0 | / | 26.1 | / | /
> Cc1cc(C)cc(Cn2ncc(Cl)c(Cl)c2=O)c1
 : 5.5 | / | 2.1 | / | /
> CC(=O)c1ccc(N2C(=O)C3C(C2=O)C(C(=O)c2ccc(Cl)cc2)N2CCCC32)cc1 (stereo unspecified)
 : -0.7 | / | 32.5 | / | /
> O=C(COC(=O)c1ccc(O)cc1)Nc1cc(S(=O)(=O)N2CCOCC2)ccc1N1CCOCC1
 : -3.4 | / | 1.7 | / | /
> CC(/C=C1\SC(=S)N(CCCC(=O)Nc2ccc(C(=O)O)c(O)c2)C1=O)=C\c1ccccc1
 : 31.6 | / | 36.1 | / | /
> CC[n+]1c(/C=C/C=C/N(C(C)=O)c2ccccc2)sc2cc(OC)ccc21
 : 33.6 | / | 40.1 | / | /
> Cc1sc2cc3c(c(C(=O)c4ccccc4)[n+]2c1C)-c1cccc2cccc-3c12
 : 69.8* | / | 2.5 | / | /
> CC(C)Oc1cc(C(=O)N2CCC(N3CCCCC3)CC2)ccc1Nc1nnc(Cl)c(Nc2ccccc2S(C)(=O)=O)n1
 : 7.8 | / | 34.6 | / | /
> CCCOc1ccc(C(=O)CCC(=O)OCC(=O)N2CCN(S(=O)(=O)c3ccc(C)cc3C)CC2)cc1
 : / | -1.7 | 5.7 | / | /
> O=S(=O)(c1ccc(S(=O)(=O)N(Cc2ccc(F)cc2)C2CCCC2)cc1)N1CCCC1
 : / | 15.8 | 16.1 | / | /
> NS(=O)(=O)c1cccc(NC(=O)COC(=O)c2ccc(S(=O)(=O)N3CCOCC3)cc2)c1
 : / | -11.7 | 0.1 | / | /
> O=C(C1CCC(CNc2nc(=S)[nH]c3ccccc23)CC1)N1CCN(c2ccc(F)cc2)CC1 (stereo unspecified)
 : / | -8.3 | -12.2 | / | /
> COc1cc(OC)c(C=CC(=O)c2ccccc2O)c(OC)c1
 : / | 15.9 | 23.0 | / | /
> COc1ccc(C(C(=O)NC2CCCCC2)N(C(=O)CCl)c2cccc(Cl)c2)cc1 (stereo unspecified)
 : / | 20.6 | 9.9 | / | /
> c1csc(C2=NNC(=NC3CCCCC3)SC2)c1
 : / | 11.2 | 1.1 | / | /
> Cc1ccc(NC(=O)CSc2nnc(COc3ccccc3F)n2N)cc1S(=O)(=O)N1CCOCC1
 : / | -3.1 | 15.7 | / | /
> O=C(Cn1ncc(Cl)c(Cl)c1=O)N1CCc2ccccc21
 : / | 43.2* | 17.2 | / | /
> COc1cc(/C=C2\SC(=O)N(CCN)C2=O)ccc1OS(=O)(=O)c1cc(C)ccc1C
 : / | -3.9 | 8.3 | / | /
> COc1ccc2[nH]c3c(c2c1)CCN1C(=O)C(CC(=O)NC/C=C(\C)CCC=C(C)C)C[C@H](C(=O)N2CCCCC2)[C@@]31C (stereo partly specified)
 : / | / | 26.6 | 31.4 | -3.0
> COc1cc(C(=O)Nc2ccc3c(c2)C(=O)c2ccccc2C3=O)cc(OC)c1OC
 : 8.6 | -15.3 | -1.4 | / | /
> O=C(CSc1ncnc2scc(-c3ccc(Cl)cc3)c12)NCc1ccc2c(c1)OCO2
 : -18.1 | 22.5 | 11.7 | / | /
> CNS(=O)(=O)c1ccc(CCC(=O)N2CCOCC2)cc1
 : 19.7 | 6.9 | -2.8 | / | /
> CCOC(=O)c1c(C)[nH]c(C2=NNC(=Nc3ccc(OCC)cc3)SC2)c1C
 : 13.1 | 30.8 | -1.4 | / | /
> Cc1cc(C)n2nc(N)nc2n1
 : 1.7 | -5.8 | 5.9 | / | /
> COc1ccc2c(c1)C[C@]1(C)c3ccccc3C(=O)N(Cc3ccccc3)[C@H]21
 : 3.0 | 1.6 | 19.9 | / | /
> CCN(C(=O)COC(=O)c1cc(=O)[nH]c2ccccc12)c1c(N)n(Cc2ccccc2)c(=O)[nH]c1=O
 : -35.2 | 4.2 | 9.4 | / | /
> Cc1c(C=C(C#N)c2ccc([N+](=O)[O-])cc2)c(=O)n(-c2ccccc2)n1C
 : -2.5 | -3.1 | 16.5 | / | /

EBI2 antag: hit marks shown above
compound,EBI2 antag,CCR6 antagonist,697 NFkB inh
O=C(Cn1ncc(Cl)c(Cl)c1=O)N1CCc2ccccc21,43.2*,17.2,/

(cont.)
Sequence of screens – Gli-Sufu block | EBI2 antag | CCR6 antagonist | Apaf1 inhib | 697 NFkB inh
> O=C(Nc1ccncc1)C1CC(=O)N(c2ccccc2)C1 (stereo unspecified)
 : 21.8 | -3.7 | -4.1 | / | /
> CN1CCN(Cc2nc3ccccc3c(=O)n2Cc2nc(-c3ccccc3F)cs2)CC1
 : 7.2 | -25.3 | -14.4 | / | /
> CCN(CC)CCNC(=O)c1ccc(NC(=O)c2cc(S(=O)(=O)N3CCCCC3)ccc2N2CCOCC2)cc1
 : 4.5 | 3.3 | 7.2 | / | /
> O=C(C=Cc1ccc2c(c1)OCO2)c1ccccc1
 : -17.7 | 1.8 | 15.1 | / | /
> CC(C)n1cc(C#N)c(N)n1
 : 8.2 | 4.4 | -2.2 | / | /
> CCCCNCCS(=O)(=O)NCc1ccccc1
 : -0.5 | -4.7 | -2.4 | / | /
> N#CC1=C(N)Oc2ccc3ccccc3c2C1c1cccnc1 (stereo unspecified)
 : -2.6 | 10.4 | -6.3 | / | /
> CCOCC(=O)NC1CCc2cc(OC(=O)COCC)c(OC)c(OC)c2-c2ccc(SC)c(=O)cc21 (stereo unspecified)
 : 46.4 | -1.4 | 10.9 | / | /
> Cc1cc(C)nc(-n2nc(C)c(Sc3ccc(F)cc3)c2N)n1
 : -109.9 | -4.1 | 14.3 | / | /
> CN(CC(=O)Nc1ccccc1Br)C(=O)c1ccccc1OCc1ccccc1Cl
 : 10.4 | -3.7 | 22.4 | / | /
> CC(=O)N1C[C@H]2CON(C)[C@H]2C[C@H]1c1cccc(-c2ccccc2C)c1
 : -29.0 | -0.7 | 13.8 | / | /
> C[C@@H]1CN([C@H](C)CO)C(=O)Cc2cc(NC(=O)CCC(F)(F)F)ccc2O[C@@H]1CN(C)S(=O)(=O)c1ccccc1
 : -4.3 | -7.2 | 9.7 | / | /
> COc1ccc(NC(=O)Nc2cc(C)ccn2)cc1
 : -88.1 | -8.2 | 6.5 | / | /
> COC(=O)c1sc(NC(=O)c2ccoc2C)nc1C
 : 11.1 | -13.2 | 1.6 | / | /
> Cc1ccc(C2(C)NC(=O)N(CC(=O)N3CCN(S(=O)(=O)c4ccccc4[N+](=O)[O-])CC3)C2=O)cc1 (stereo unspecified)
 : 7.7 | 0.3 | 4.0 | / | /
> Cc1cccc(N2CCN(C(=O)c3ccc4ncsc4c3)CC2)c1C
 : -17.2 | 74.2* | 5.5 | / | /
> C[C@@H](C(=O)N=c1sc2ccccc2n1C)N1C(=O)C2CC=CCC2C1=O (stereo partly specified)
 : -3.3 | -7.5 | 5.6 | / | /
> O=C(C=Cc1ccco1)c1cc(Cl)ccc1O
 : 7.5 | -6.0 | 28.9 | / | /
> C=CCn1cccc(/C=C/C(=O)c2ccc(C(C)(C)C)cc2)c1=S
 : -2.5 | 44.5* | 36.8 | / | /
> O=[N+]([O-])c1ccc(NN=Cc2ccc(O)cc2)nc1
 : -93.9 | 18.9 | 27.9 | / | /
> CC(C)(C)S(=O)(=O)N1Cc2ccc(CO)cc2[C@H]1CCO
 : 0.9 | 2.2 | 6.9 | / | /

Screening results (PubChem)
